# A3A deaminase – inhibitors of human APOBEC3A DNA deaminase | inhibition, % at 20 µM | recombinant A3A, FAM/TAMRA ssDNA deamination fluorescence | P31941 | AID 493011 | hit rate 0.41% among 330,000;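 active = at least 40% inhibition at 20 µM here, with at most 30% in a related deaminase screen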;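 note: plate controls were A3A with DMSO for no effect and wells lacking A3A enzyme for full effect; some results filed as inactive read as strong as hits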
# Target sequence (P31941 whole entry, looked up): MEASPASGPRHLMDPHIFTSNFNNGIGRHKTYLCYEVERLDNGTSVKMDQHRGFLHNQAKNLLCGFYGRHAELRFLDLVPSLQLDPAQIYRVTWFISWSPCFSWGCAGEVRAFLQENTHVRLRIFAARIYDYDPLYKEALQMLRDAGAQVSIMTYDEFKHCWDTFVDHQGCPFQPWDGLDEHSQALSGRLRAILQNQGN
# mIAP activ – increases mouse intestinal alkaline phosphatase activity. muIAP, CDP-Star luminescence, 30 min; stronger effect = higher value; 1 = vehicle-only enzyme signal, 0 = enzyme-free wells. activation factor at 10 µM. hit rate 0.24% among 330,000;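 active = activation factor of at least 2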; note: the source names both 10 and 20 µM as test concentration; values of inactives mirror those of a sister screen read the other way
#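 System: Mouse IAP enzyme | Also added: CDP-Star substrate | Dosing: Compounds dispensed in DMSO | Schedule: 30 min enzyme-substrate-compound incubation at room temperature | Technique: Chemiluminescence readout | Control set: DMSO-only wells and no-enzyme negative control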
# MPTP block – inhibitors of mitochondrial permeability transition pore | isolated mouse mitochondria, Ca2+ swelling absorbance, 30 min | inhibition, % at 10 µM | hit rate 1.4% among 360,000 | AID 602449;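 active = inhibition of 50% or more, scaled per plate between neutral and stimulator controls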;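 note: 0% = DMSO wells given calcium and 100% = 1 mM EGTA wells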
# hIAP act – increases human intestinal alkaline phosphatase activity; purified human IAP, CDP-Star luminescence, 30 min; stronger effect = higher value; 1 = vehicle-only enzyme, 0 = enzyme-free background; hit rate 0.16% among 330,000; AID 2524; activation factor at 10 µM; P09923;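 active = activation factor of the enzyme at least 2-fold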; note: the source names both 10 and 20 µM as test concentration; values of inactives mirror those of a sister screen read the other way
# mIAP inh – mouse IAP inhibition; purified mouse IAP, CDP-Star luminescence, 30 min; inhibition, % at 10 µM; hit rate 0.2% among 330,000;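 active = inhibition of at least 40% at 10 µM in the primary screen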;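 note: plate controls were DMSO with enzyme for no effect and no enzyme wells for full effect; values of inactives mirror those of a sister screen read the other way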
# beta cell repl – inducers of beta-cell replication in MIN6 cells; MIN6 cells proliferation, ATPlite luminescence, 48 h; cells starved in 0.2% serum; 100% = growth in 10% serum; AID 2380; hit rate 0.29% among 330,000; proliferation, % at 10 µM;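 active = compounds whose signal lies at least 3.5 SD above the mean of all wells on their plate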;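 note: 0% = DMSO-treated cells in low-serum medium and 100% = 10% serum control; some compounds called inactive have numbers as strong as hits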
# A3G deaminase – inhibitors of human APOBEC3G DNA deaminase | hit rate 0.28% among 330,000 | inhibition, % at 20 µM | recombinant A3G, ssDNA deamination FAM/TAMRA fluorescence | Q9HC16 | AID 493012;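 active = inhibition of at least 40% at 20 µM, with no more than 30% in the related APOBEC3A deaminase screen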;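 note: plate controls were DMSO wells with A3G for no effect and wells lacking A3G enzyme for full effect; some compounds called inactive have numbers as strong as hits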
# Target sequence (Q9HC16 whole entry, looked up): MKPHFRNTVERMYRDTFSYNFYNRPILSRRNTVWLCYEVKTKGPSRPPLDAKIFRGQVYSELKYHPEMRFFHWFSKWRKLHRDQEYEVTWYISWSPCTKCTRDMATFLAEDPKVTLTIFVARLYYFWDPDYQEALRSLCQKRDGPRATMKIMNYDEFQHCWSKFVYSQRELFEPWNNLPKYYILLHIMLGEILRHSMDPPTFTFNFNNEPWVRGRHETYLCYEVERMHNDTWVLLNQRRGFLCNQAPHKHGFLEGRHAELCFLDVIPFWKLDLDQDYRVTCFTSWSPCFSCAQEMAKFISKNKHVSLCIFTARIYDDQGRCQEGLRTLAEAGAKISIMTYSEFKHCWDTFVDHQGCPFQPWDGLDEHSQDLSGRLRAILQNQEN
# GRIN3A LBD mod – NR3A (human) ligand-binding domain modulation. NR3A LBD differential scanning fluorimetry, Tm shift; 0% = protein alone, 100% = glycine-bound protein. AID 1259313. hit rate 2.5% among 340,000. Tm shift relative to glycine control, % at 25 µM;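 active = melting temperature shift of at least 10% of the positive control shift, at one fixed dose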
# hIAP inh – human IAP inhibition. hit rate 0.12% among 330,000. inhibition, % at 10 µM. purified IAP, CDP-Star luminescence, 30 min. P09923. AID 2544;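 active = inhibition reaching a set limit with compound at 10 µM in the primary screen, cut at about 35% in these data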;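 note: plate controls were DMSO wells with enzyme for no effect and no-enzyme buffer wells for full effect; values of inactives mirror those of a sister screen read the other way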
# Active calls of the source: *; . = not tested or not shown.
SMILES,A3A deaminase,mIAP activ,MPTP block,hIAP act,mIAP inh,beta cell repl,A3G deaminase,GRIN3A LBD mod,hIAP inh
CC(NC(=O)C1CCN(S(=O)(=O)c2cnc[nH]2)CC1)c1ccccc1 (centres undefined),8.0,0.984,-0.3,0.96,1.6,0.0,0.2,1.0,4.0
O=C(O)COCC(=O)Nc1ccc(OCCc2ccccc2)cc1,-3.5,1.06,-2.3,1.21,-5.9,1.3,0.1,2.0,-21.0
Cc1ccc(S(=O)(=O)NCC(=O)OCCOc2ccc(Br)cc2)cc1,-3.1,1.05,-1.0,1.17,-4.6,-5.4,-3.9,-14.0,-16.5
COc1ccc(NC(=O)CSc2cn[nH]n2)cc1OC,2.2,1.02,0.9,0.987,-2.0,0.0,-1.8,-0.3,1.3
CCCc1cc(=O)n2[nH]c(NCc3c(Cl)cccc3Cl)nc2n1,1.2,0.997,1.2,0.975,0.3,-2.9,-0.7,-0.8,2.5
Cc1nc2c(ccc3nc(NC(=O)C4CC4)sc32)s1,-3.1,1.07,0.1,1.04,-7.5,-1.1,-8.3,-0.6,-3.8
O=C(CN(Cc1ccccc1F)S(=O)(=O)c1ccc(Cl)cc1)NCC1CCCO1 (centres undefined),-0.8,1.03,0.2,1.15,-3.1,0.6,-3.5,0.9,-14.7
O=C(COc1ncnc2scc(-c3ccccc3)c12)NCCN1C(=O)CSC1=O,4.5,0.89,.,1.04,11.0,-2.8,-0.6,.,-3.7
CCOC(=O)c1c(/N=C/c2cc([N+](=O)[O-])ccc2O)sc(C)c1C,1.8,0.906,0.0,1.12,9.4,0.0,-4.6,-1.5,-12.1
COc1cc(CNCCSc2nnnn2C)cc(OC)c1OC,-1.6,0.94,-2.1,1.09,6.0,0.9,-5.9,0.9,-9.5
COc1cc(Cn2c(=O)c3c(OC)c(C)cnc3n(C)c2=O)cc(OC)c1,-6.4,1.03,0.0,1.07,-2.8,-3.9,-8.1,-0.1,-7.4
Cc1ccccc1Nc1nc(N)nc(CN2CCN(c3ccccn3)CC2)n1,1.3,1.06,0.8,0.871,-5.9,1.3,-4.5,-4.4,12.9
O=C(Nc1nc(-c2ccccn2)cs1)c1ncc(Cl)c(Cl)c1Cl,-0.7,0.902,-0.6,1.45,9.8,-5.5,-6.5,-2.2,-45.3
Cc1ccc(-c2c(C(=O)Nc3ccccc3C)c(C)[nH]c(=S)c2C#N)o1,0.5,0.721,-0.1,0.949,27.9,-3.1,5.1,-4.4,5.1
COc1ccc(C(CNc2nc(-c3cccnc3)nc3ccccc23)N(C)C)cc1 (centres undefined),4.2,1.01,0.6,0.979,-0.8,-3.6,-2.5,-2.2,2.1
Cc1ccc(C(=O)Nc2ccc(N3CCOCC3)cc2)cc1,0.9,0.988,0.5,0.905,1.2,-1.2,-2.2,2.3,9.5
Cc1ccc(-c2nnn(CC(=O)NCc3ccccc3)n2)c(-n2cnnn2)c1,-16.0,1.14,-4.1,1.13,-13.9,-0.6,3.2,0.8,-13.0
C#CCOCCOCCOCCNc1nc(N2CCN(C(=O)[C@H]([C@@H](C)CC)n3cc([C@@H](N)Cc4ccc(O)cc4)nn3)CC2)nc(N2CCN(C(=O)[C@H](Cc3ccc(O)cc3)n3cc([C@@H](N)C(C)CC)nn3)CC2)n1 (some centres undefined),-3.0,1.06,-4.7,1.03,-5.7,9.4,-7.1,-2.5,-3.3
CN(C)c1ccc(C(C(=O)NCc2ccccc2)N(Cc2cccnc2)C(=O)c2snc(C(N)=O)c2N)cc1 (centres undefined),0.0,0.976,-0.7,0.915,2.4,0.0,0.8,-3.5,8.5
CCCCn1c(N)c(N(CCOC)C(=O)CSCC(=O)Nc2cccc(C)c2)c(=O)[nH]c1=O,-1.7,1.01,-0.9,1.06,-1.5,-2.5,-9.5,1.8,-6.3
Cn1nc(C(C)(C)C)cc1C(=O)O,1.5,0.812,-0.6,0.967,18.8,-0.3,-9.3,0.3,3.3
Cc1cc(C(=O)COc2cccnc2[N+](=O)[O-])c(C)n1-c1ccccc1F,-6.0,1.14,1.7,1.08,-14.3,-5.8,-6.5,-0.5,-7.8
O=C(Cn1cnc2c(nnn2Cc2ccccc2)c1=O)c1ccc(Cl)cc1,1.1,1.06,1.5,0.796,-6.3,2.6,2.8,3.9,20.4
COC(=O)CCNCCSc1nnc(-c2ccco2)n1Cc1ccccc1,-7.5,1.09,1.5,1,-8.7,-1.7,-5.3,-0.9,-0.3
CCOC(=O)N1CCN(C(=O)C2CCN(CC3CCCCC3)CC2)CC1,-2.1,0.933,1.3,0.91,6.7,0.7,-6.3,1.0,9.0
O=[N+]([O-])c1cccc(S(=O)(=O)N2CCN(S(=O)(=O)N3CCOCC3)CC2)c1,4.0,0.934,0.5,1.02,6.6,3.0,-0.2,-0.5,-1.8
Cc1cc([N+](=O)[O-])nn1CCCC(=O)Nc1c(C)n(C)n(-c2ccccc2)c1=O,-1.6,1.06,2.2,1.05,-6.2,-0.1,-3.8,1.8,-5.5
Cc1nn(CC(=O)N2CCC(N3CCCCC3)CC2)c(=O)c2c1sc1ccccc12,-3.3,1,1.5,0.971,-0.3,-0.6,-4.4,0.7,2.9
O=C(CCCn1c(SCC(=O)c2ccc(F)cc2)nc2ccccc2c1=O)NCc1ccco1,-2.7,0.942,2.9,1.03,5.8,-4.8,-7.4,4.7,-2.9
O=C(O)CC1(Cc2nc(-c3cccs3)no2)CCCC1,0.1,1.05,-1.6,1.17,-4.8,1.9,-0.6,2.8,-16.6
C=CCOc1c2ccc(C(=O)N(CC)c3ccc(OC)cc3)cc2nn1C,0.0,0.959,0.0,0.869,4.1,2.5,-6.3,-1.8,13.1
CCN(CC)S(=O)(=O)c1cccc(-c2nnc(SCC(N)=O)n2N)c1,0.1,0.982,-0.7,0.992,1.8,-1.5,-3.7,-0.1,0.8
COc1ccc(N2C(=O)c3ccccc3NC2c2ccc(OC)c(CN3CCOCC3)c2)cc1 (centres undefined),1.7,0.98,-2.5,1.12,2.0,-2.2,5.1,1.1,-12.3
COC(=O)c1sc(C(C)(C)C)cc1CS(=O)(=O)c1ccc(Cl)cc1,0.4,0.857,3.4,1.3,14.3,-1.6,-1.7,-0.1,-30.0
O=C(CSc1nnc2ccccn12)NNC(=O)c1ccc([N+](=O)[O-])cc1,-6.4,1.04,-1.2,1.04,-3.6,-1.8,-6.9,1.1,-3.7
Cc1ccccc1C(=O)Nc1cc(S(=O)(=O)N2CCOCC2)ccc1N1CCN(C)CC1,-0.5,1.08,-0.3,0.966,-8.5,-1.3,-7.2,0.3,3.4
CCOC(=O)CCC(=O)Nc1ccc(S(=O)(=O)N2CCC(C)CC2)cc1,0.2,1.02,3.4,0.997,-2.3,-1.4,-1.4,-0.3,0.3
CCN(CC(=O)Nc1ccccc1Br)C1CCCCC1,12.2,1,-0.3,1,-0.4,-1.9,-7.6,-1.7,-0.5
CCSc1nc(-c2ccc(OC)cc2)cc(-c2ccc(OC)cc2)c1C#N,-1.7,0.981,3.2,0.698,1.9,-0.2,-5.8,-1.3,30.2
O=C(NCCCN1CCCCCC1)C1CC(=O)N(C2CCCC2)C1 (centres undefined),-8.4,0.97,-0.9,1.1,3.0,-1.2,-3.5,3.3,-10.4
COc1ccc(Nc2cc(C(=O)NCCCN3CCN(C)CC3)c3ccccc3n2)c(OC)c1,-0.2,0.941,5.7,1.09,5.9,-1.7,1.2,2.0,-8.6
COC(=O)Cn1c(=NC(=O)CN2C(=O)CCC2=O)sc2cc(S(N)(=O)=O)ccc21,-0.8,0.977,0.1,1.11,2.3,-1.1,-8.1,0.8,-10.9
Cc1cnc(C(=O)OCC(=O)Nc2cccc(S(=O)(=O)N3CCOCC3)c2)cn1,0.4,1.04,-1.1,1.18,-3.6,0.1,0.6,1.8,-18.2
CCOC(=O)c1ccc(NC(=S)NCC(O)c2ccccc2)cc1 (centres undefined),-1.4,1.11,17.8,1.09,-10.9,0.0,-2.2,10.3*,-8.9
CCOc1ccc(C2C(C#N)=C(N)N3C(=C2C#N)Sc2ccccc23)cc1 (centres undefined),-0.1,0.956,0.1,0.909,4.4,-3.5,-6.0,-10.3,9.1
Cn1nc(C(C)(C)C)cc1C(=O)NNC(=O)c1ccccc1Cl,-3.0,1.01,16.8,1.26,-1.1,-1.2,-11.2,2.2,-25.9
Cc1cc(NS(=O)(=O)c2ccc(NC(=S)NCc3ccccc3)cc2)no1,-0.8,1.01,1.4,0.964,-0.6,-1.7,-6.0,-3.2,3.6
O=C(c1cccc(COCC(F)(F)C(F)F)c1)N1CCN(c2ccccc2)CC1,0.5,1.06,-0.7,0.833,-5.6,0.7,-4.7,1.1,16.7
CS(=O)(=O)N(CCc1ccccc1)CC(=O)Nc1ccc2c(c1)OCO2,1.1,1.02,0.4,1.07,-2.0,-3.1,-0.4,-1.4,-7.5
Cc1nc(SCC(=O)c2ccc(F)c(F)c2)[nH]c(=O)c1Oc1ccc(F)cc1,-3.9,0.854,8.4,0.978,14.6,-2.4,-3.8,-1.1,2.2

# Part of the list above, limited to hIAP inh and A3G deaminase.
canonical_smiles,hIAP inh,A3G deaminase
Cc1nc(SCC(=O)c2ccc(F)c(F)c2)[nH]c(=O)c1Oc1ccc(F)cc1,2.2,-3.8
COc1ccc(Nc2cc(C(=O)NCCCN3CCN(C)CC3)c3ccccc3n2)c(OC)c1,-8.6,1.2

# (cont.)
SMILES,A3A deaminase,mIAP activ,MPTP block,hIAP act,mIAP inh,beta cell repl,A3G deaminase,GRIN3A LBD mod,hIAP inh
O=Cc1sc(=O)n(Cc2cccc(C(=O)O)c2)c1Cl,-1.5,0.841,0.5,1,15.9,-2.6,-6.8,-0.7,0.0
CCN1C(=O)C(=O)N(CC(=O)Nc2cc(C)ccc2C)C1=O,4.8,1.02,0.2,1.1,-1.6,2.8,3.0,1.7,-10.1
O=c1c2nnn(Cc3ccc(Cl)cc3)c2ncn1Cc1ccc(F)cc1,-6.9,0.963,-1.4,0.995,3.7,-3.5,-9.5,1.1,0.5
CCOC(=O)c1c(S(=O)(=O)N2CCCC(C(=O)Nc3ncccc3C)C2)c(C)n(C)c1C (centres undefined),-2.8,1.04,7.1,0.984,-4.4,-0.3,-1.6,4.1,1.6
COc1ccc(-c2c(C(C)=O)c(C)nc3sc4c(=O)n(-c5ccc(C)cc5)nnc4c23)cc1,2.2,1.03,-2.0,0.974,-3.2,-2.4,-1.8,0.7,2.6
COC(=O)COc1ccc(NS(=O)(=O)c2cccc([N+](=O)[O-])c2)cc1,-4.4,1.04,-0.8,1.11,-3.6,-4.0,-7.9,1.2,-10.6
Cc1cccc2sc(N(CCCN(C)C)C(=O)c3ccc4ncsc4c3)nc12,1.4,1.03,-1.5,0.927,-2.8,-4.3,4.6,2.1,7.3
Cn1c(=O)oc2cc(S(=O)(=O)N3CCN(c4ccccc4)CC3)ccc21,-1.1,1.09,1.9,1.22,-8.6,-2.9,-6.9,2.3,-21.7
Cc1cccc(SCC(=O)Nc2ccccc2[N+](=O)[O-])c1,4.3,0.908,-0.4,0.826,9.2,3.2,1.2,1.7,17.4
Cc1nn(-c2ccc(C(=O)N3CCN(S(=O)(=O)c4ccccc4C(F)(F)F)CC3)cc2)c(C)c1Cl,5.2,0.966,1.1,0.991,3.4,3.4,-2.1,-1.0,0.9
O=C(NCc1ccco1)c1ccc(Cn2cc([N+](=O)[O-])cn2)o1,1.5,0.959,-0.7,1.09,4.1,-2.2,-2.4,-1.9,-9.5
